Compound activity: PubChem BioAssay, several laboratories
MITF TRPM1 HTS: MITF TRPM1 promoter activation in melanoma cells | activation, % at 12.5 µM | SK-MEL-5 TRPM1-promoter luciferase, 24 h; % of positive control, neutral wells = 0 | 300,000 compounds, 0.75% hits;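 active = mean activation of at least 80% with every replicate also reaching 80%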;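 note: 0% = neutral control wells and 100% = parthenolide positive control wells; values of inactives mirror those of a sister screen read the other way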
DSG3 Ab inh: inhibitors of pemphigus antibody binding to human desmoglein-3 | P32926 | DSG3-coupled beads, scFv-anti-DSG3-GFP binding, flow cytometry; active compounds read low | binding (percent of control), % at 10 µM | 310,000 compounds, 0.48% hits;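 active = binding more than 3 SD below its plate's average and above zero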;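 note: hits lower antibody fragment binding to DSG3; some compounds called inactive have numbers as strong as hits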
Target sequence (P32926 whole entry, looked up, the tested form may be a part): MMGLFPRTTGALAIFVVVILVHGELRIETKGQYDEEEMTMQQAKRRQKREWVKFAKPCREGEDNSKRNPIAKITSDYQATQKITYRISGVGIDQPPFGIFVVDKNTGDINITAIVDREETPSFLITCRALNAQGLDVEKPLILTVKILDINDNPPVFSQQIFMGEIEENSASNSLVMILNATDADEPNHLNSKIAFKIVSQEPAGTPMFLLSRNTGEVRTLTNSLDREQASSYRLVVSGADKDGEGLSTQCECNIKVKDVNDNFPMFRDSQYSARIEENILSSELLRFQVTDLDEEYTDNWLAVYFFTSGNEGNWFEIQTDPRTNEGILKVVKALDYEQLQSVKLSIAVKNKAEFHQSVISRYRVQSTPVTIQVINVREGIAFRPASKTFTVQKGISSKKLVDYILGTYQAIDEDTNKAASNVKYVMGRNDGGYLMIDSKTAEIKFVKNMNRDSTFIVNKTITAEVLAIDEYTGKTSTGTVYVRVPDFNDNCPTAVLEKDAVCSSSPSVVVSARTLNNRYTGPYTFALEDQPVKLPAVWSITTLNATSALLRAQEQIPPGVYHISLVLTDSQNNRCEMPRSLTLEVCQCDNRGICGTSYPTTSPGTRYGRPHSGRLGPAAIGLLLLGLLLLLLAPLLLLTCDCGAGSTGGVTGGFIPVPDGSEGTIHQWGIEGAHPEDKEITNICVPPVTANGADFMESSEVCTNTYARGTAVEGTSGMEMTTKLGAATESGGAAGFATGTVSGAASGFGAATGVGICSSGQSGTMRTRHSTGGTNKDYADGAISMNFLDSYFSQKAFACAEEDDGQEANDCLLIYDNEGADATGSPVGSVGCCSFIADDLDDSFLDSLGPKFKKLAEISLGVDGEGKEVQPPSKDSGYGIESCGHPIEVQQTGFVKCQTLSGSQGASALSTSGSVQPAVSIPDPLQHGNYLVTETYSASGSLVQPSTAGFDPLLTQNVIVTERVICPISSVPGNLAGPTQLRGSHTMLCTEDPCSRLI
PKA-R1A act: activates the PKA-R1A holoenzyme complex. P00514+P68181. PKA-R1A dissociation, Cy5-IP20 fluorescence polarization; scaled: DMSO 0%, 113 µM cGMP 100%. activation, % at 11.4 µM. 340,000 compounds, 0.083% hits;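 active = percent activation above the mean of all tested compounds plus 3 SD, cut at about 19% in these data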;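 note: higher means more PKAc released from R1A so a rise in polarization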
NSD2 inh: NSD2 (human) methyltransferase inhibition | O96028 | NSD2 peptide methylation, AlphaScreen, 120 min | inhibition, % at 12.5 µM | 310,000 compounds, 0.54% hits | AID 743445; in the data active = inhibition above about 50%
PKA-R2B act: activates the human PKA-R2B holoenzyme complex; P22694+P31323; PKA-R2B holoenzyme dissociation, Cy5-IP20 fluorescence polarization; R2B truncated from residue 108, S112A mutant; 0% DMSO only, 100% 113 µM cGMP; activation, % at 11.4 µM; 340,000 compounds, 0.079% hits; AID 504700;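 active = activation above a cutoff set at the mean over all compounds plus 3 SD, cut at about 18% in these data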;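 note: higher means more holoenzyme dissociation and a rise in polarization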
dFosB act: enhances mouse delta FosB homodimer DNA binding. AID 493131. 340,000 compounds, 0.99% hits. purified delta FosB, TAMRA-CDK5 oligo fluorescence polarization; percent of positive-control signal above neutral wells. activation, % at 25 µM. P13346;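 active = mean activation above about 17%, with every replicate also reaching it, limit read from the data, passing the limit was not always enough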;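 note: fluorescence polarization rise as delta FosB binds a TAMRA Cdk5 AP-1 oligo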
SR-BI HDL uptake: blocks mouse SR-BI lipid uptake from DiI-HDL. inhibition, % at 12.5 µM. 320,000 compounds, 0.96% hits. ldlA[mSR-BI] CHO cells, DiI-HDL uptake fluorescence, 3 h;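 active = mean replicate inhibition of at least 70% and a set share of replicates each scoring 70 or more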;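 note: 0% = median of neutral control wells and 100% = median of positive control wells; values of inactives mirror those of a sister screen read the other way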
CDK5 inh: CDK5/p35 (human) kinase inhibition; Q00535+Q15078; Recombinant CDK5/p35, ADP-Glo luminescence, 60 min; inhibition, % at 10 µM; 330,000 compounds, 0.01% hits;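 active = highest replicate inhibition of at least 50% and at least 75% of replicates reaching 50%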;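 note: plate controls were DMSO neutral control for no effect and GW8510 at 10 µM for full effect; many of its hits are not listed in these tables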
SR-BI uptake up: activators of SR-BI mediated HDL lipid uptake. 320,000 compounds, 0.096% hits. CHO ldlA[mSR-BI] cells, DiI-HDL uptake fluorescence, 3 h; 100 = double the neutral-control signal. AID 504775. activation, % at 12.5 µM;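 active = mean replicate activation of at least 60% and every replicate at or above 60%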;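 note: 0% = median plate neutral-control signal and 100% = twice that signal; values of inactives mirror those of a sister screen read the other way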
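Assay system: CHO ldlA[mSR-BI] cells, LDL receptor-null, SR-BI overexpressing; medium: Ham's F12 with 0.5% BSA, HEPES 25 mM, pH 7.4; also added: DiI-HDL 10 µg/mL; timing: 3 h uptake period with compound, 37 °C; signal: DiI fluorescence, bottom read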
Arr AP2 block: inhibitors of human beta-arrestin and AP2 interaction; FITC-arrestin peptide / GST-AP2 beads, flow cytometry; AP2 beta2 appendage carries R879A mutation; inhibition, % at 10 µM; 340,000 compounds, 0.31% hits; AID 504490;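 active = inhibition above a set limit, near 3 SD of compounds lacking own fluorescence, cut at about 54% in these data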;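 note: plate controls were DMSO wells for no effect and 5 µM unlabelled arrestin peptide for full effect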
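System: GST-AP2 R879A glutathione beads | Also added: FITC-arrestin peptide, 50 nM | Times: 12 min plus 1 h, RT | Signal: Bead flow cytometry, FITC channel | Buffer or medium: PBS with 0.05% Tween 20 and 0.1% BSA | Read-out basis: Percent drop in bead-associated FITC signal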
Mot1-301 SUMO: SUMOylation pathway inhibition by Mot1-301 growth rescue. growth rescue, % at 18.8 µM. AID 2716. S. cerevisiae Mot1-301 growth rescue, ATP luminescence, 38.5C; percent above DMSO median, 100 means doubled. 320,000 compounds, 1% hits;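 active = every valid replicate shows activation above 250% relative to neutral control wells; inactive = the rest, any valid replicate at or below 250%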;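 note: OY570 slx delta 5 strain wells were the positive control but not used for scaling; some compounds called inactive have numbers as strong as hits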
Starred values were filed as active, the others as inactive; nt = not tested or not shown.

SMILES	MITF TRPM1 HTS	DSG3 Ab inh	PKA-R1A act	NSD2 inh	PKA-R2B act	dFosB act	SR-BI HDL uptake	CDK5 inh	SR-BI uptake up	Arr AP2 block	Mot1-301 SUMO
COc1ccccc1-c1c(-c2ccc(O)cc2O)n[nH]c1C(F)(F)F	-15.6	87.7	-13.3	0.0	-7.9	-0.3	8.4	1.1	-8.4	-0.6	-14.2
Cc1ccc(-c2ccc(SCC(=O)NC3CCCC3)nn2)cc1	28.1	108.9	-7.7	-1.6	-12.8	0.6	-29.9	-0.3	29.9	14.4	-9.9
CCOc1cc(/C=N/NC(=O)Cn2nc([N+](=O)[O-])cc2C)cc(Br)c1OCc1ccccc1F	nt	97.4	3.4	2.0	0.9	-13.2	20.6	0.1	-20.6	10.9	-1.7
O=C(NC(=O)N1CCCCC1)c1ccccc1	1.4	97.3	-5.2	-2.5	-6.6	0.0	-30.5	-2.8	30.5	2.8	nt
O=C(COc1ccc(Cl)cc1)N(Cc1ccccc1)c1nc(-c2ccccc2)cs1	nt	nt	-5.4	-1.1	-3.0	-13.0	18.7	-0.1	-18.7	-4.2	-6.5
O=C(Cc1ccccc1)N/N=C/c1cccs1	-3.9	90.3	3.5	-2.1	-0.2	-3.2	2.5	-1.0	-2.5	-36.9	-5.1
CCCCN(C)c1nc(-c2ccco2)c2c(c1C#N)CC(C)(C)OC2	-6.7	nt	-2.9	nt	-16.8	-3.6	nt	-0.8	nt	7.7	-8.4
COCCN(Cc1ccco1)C(=O)Cn1ncc2c(=O)oc3ccccc3c21	4.2	107.3	-4.3	-1.1	-8.7	-1.2	nt	0.3	nt	-5.6	-0.5
CCOc1cc(/C=C2/C(=O)N(c3ccccc3)N=C2C)ccc1OC(=O)c1ccco1	nt	nt	-6.9	8.4	-4.2	-4.5	-4.7	-0.2	4.7	-1.6	nt
CC(=O)c1ccc(N2CCN(C(=O)COc3ccc(F)cc3)CC2)c(F)c1	-4.5	102.7	-13.0	-0.5	6.5	-1.3	32.0	0.0	-32.0	8.5	19.7
CC1CCCN(Cc2nc3c(c(=O)n(C)c(=O)n3C)n2CC(N)=O)C1 (configuration not stated)	6.9	103.7	-1.1	-1.1	1.3	4.6	-37.9	-1.7	37.9	24.6	35.0
COc1ccc(NC2=C(NC(C)=O)C(=O)c3ccccc3C2=O)cc1	-37.0	97.0	6.4	12.8	-12.3	-6.3	-5.9	1.7	5.9	8.4	0.5
O=C(O)CCC(=O)Nc1ccc(NC(=O)c2ccc(Cl)cc2Cl)c(Cl)c1	-0.3	105.6	-14.0	-3.4	-20.9	8.6	-9.3	4.5	9.3	21.6	5.9
CC1CC(C)CN(CC(O)COCc2ccccc2)C1 (configuration not stated)	-9.4	111.2	2.8	-1.4	-3.7	-5.4	-16.9	-0.6	16.9	-3.0	-12.6
COc1ccc(C2C(C#N)=C(N)Oc3cc(O)ccc32)cc1Cl (configuration not stated)	-5.5	92.8	-8.1	4.2	-0.5	-7.8	-17.8	0.2	17.8	13.5	7.4
COc1ccc(-c2nsc3c(N4CCN(S(=O)(=O)c5ccccc5F)CC4)ncnc23)cc1	2.0	78.4	-6.2	1.7	-6.3	-3.7	47.8	0.1	-47.8	9.6	-38.0
c1ccc(CN2CCN(c3nc(-c4ccccn4)nc4ccccc34)CC2)cc1	0.2	92.8	0.3	20.3	1.5	-2.7	-6.8	0.8	6.8	35.1	-13.6
COC(=O)c1nnn(-c2nonc2N)c1CSc1nc2ccccc2s1	-8.4	97.5	-10.0	0.1	0.4	1.2	2.3	0.0	-2.3	2.9	0.9
Cc1cccc2cc(CN(Cc3ccco3)C(c3nnnn3CCc3ccccc3)C(C)C)c(=O)[nH]c12 (configuration not stated)	-0.2	104.1	-7.9	0.9	6.4	-9.1	35.3	0.0	-35.3	0.4	5.6
Cc1ccc(-c2c(C(=O)N/N=C/c3ccc4c(c3)OCO4)nnn2-c2nonc2N)cc1	16.9	107.5	-5.3	-0.9	6.7	45.2*	76.3*	nt	-76.3	-32.3	-2.9
COc1cccc(NC2C=CS(=O)(=O)C2)c1 (configuration not stated)	3.4	106.9	2.5	-2.3	7.9	-3.4	-35.5	2.2	35.5	1.5	4.3
Cc1ccc(NC(=O)CCCCCN2C(=O)[C@@H]3Cc4ccccc4CN3C2=O)c(Cl)c1	0.4	97.1	11.7	0.3	-1.2	-12.4	16.8	nt	-16.8	17.8	4.7
COc1ccc(CNC(=O)Cn2cc(C(F)(F)F)ccc2=O)cc1	-11.3	96.4	-5.2	-2.1	-2.8	7.8	-10.4	-1.0	10.4	-14.5	-22.4
CC(=O)Nc1ccc(NC(=O)c2cccc(Oc3ccccc3)c2)cc1	-0.1	98.4	-5.7	-1.9	-4.5	14.0	23.9	-1.3	-23.9	-5.0	28.3
COC(=O)c1cn(NC(=O)Cn2nc([N+](=O)[O-])c(Br)c2C)c(=O)c2ccccc12	0.2	115.2	0.3	-5.1	-3.8	-3.8	14.9	-0.1	-14.9	21.6	388.6
COc1cccc(CN2CC(C(=O)NCCc3ccccc3C(F)(F)F)CCC2=O)c1 (configuration not stated)	-4.9	109.1	2.7	2.7	4.1	-8.1	24.1	-1.5	-24.1	-0.5	204.7
CCN(C(=O)CSc1ccc(S(=O)(=O)N2CCOCC2)cn1)c1ccccc1	4.6	89.4	2.0	1.0	3.4	-11.6	13.9	-2.6	-13.9	-8.5	-13.1
CCC1(C(=O)OC)NC(c2ccco2)C2C(=O)N(c3ccc(F)cc3)C(=O)C21 (configuration not stated)	-1.3	96.2	-7.7	-1.3	-0.5	0.6	1.1	0.0	-1.1	-1.7	nt
Cc1ccc(C)c(NC(=O)CSc2ncnc3nc[nH]c23)c1	1.4	nt	8.6	2.7	-1.3	-2.3	9.0	-1.7	-9.0	-4.3	8.5
O=C(CNCc1cccc(Cl)c1)N1CCc2ccccc2C1	14.4	97.3	-8.2	2.4	0.6	3.4	7.2	-0.7	-7.2	-7.4	-14.1
Clc1ccc(-c2nc3ccccc3[nH]2)cn1	57.0	102.1	4.8	-3.0	0.0	-29.9	nt	3.3	nt	-11.5	-20.1
Cc1cc(C(=O)N/N=C/c2cn(C)nc2C)c2ccccc2n1	4.7	nt	-3.3	-3.1	3.1	1.4	-10.6	-2.0	10.6	-9.3	39.1
Cc1cc(C)n(-c2nc3nonc3nc2Nc2cccc(C)c2C)n1	-14.2	104.5	2.4	-1.3	-6.9	-1.9	46.4	-0.9	-46.4	22.8	-9.3
O=C(Cn1ncn2c(cc3ccccc32)c1=O)NCc1ccco1	-10.6	97.3	-8.9	nt	-17.6	-12.5	-15.1	-14.9	15.1	-1.3	-16.4
O=C(Cn1cnc([N+](=O)[O-])c1)c1ccc(F)cc1	-4.1	106.3	-7.7	nt	2.9	6.2	15.1	-0.6	-15.1	4.2	0.1
Cc1nc2sccn2c(=O)c1CCN1CCC(=C(c2ccc(F)cc2)c2ccc(F)cc2)CC1	1.0	118.2	0.0	nt	2.9	7.2	4.2	0.3	7.8	-6.7	46.2
CCN(CC)S(=O)(=O)c1ccc(OC)c(N)c1	-14.8	101.1	-17.8	-1.6	0.0	-2.8	-14.9	0.7	14.9	-21.3	2.6
COc1ccc(OCc2cc(C(=O)NCCc3ccccc3)no2)c(Cl)c1	-3.8	97.6	0.1	-5.2	-9.8	2.4	5.3	-0.1	-5.3	-11.1	-1.6
O=C(CN1CCN(c2ccc(O)cc2)CC1)Nc1cc([N+](=O)[O-])ccc1Cl	-2.5	93.9	-2.0	4.8	-13.1	-2.2	0.2	-0.4	-0.2	12.8	-2.5
c1coc(-c2nnc(NC3=NCCC3)o2)c1	46.7	93.6	-1.2	-1.4	-5.8	-3.9	1.9	0.9	-1.9	10.1	12.9
COc1ccccc1N(C(=O)c1cncc(Br)c1)c1nc(-c2ccc(C)cc2)cs1	14.3	103.3	5.7	-0.2	-2.5	-5.0	7.6	-1.5	-7.6	0.2	-8.4
COc1ccccc1Nc1nnc(SCC2CCCCO2)s1 (configuration not stated)	-1.6	105.4	-13.4	3.8	3.3	-1.4	18.9	-1.8	-18.9	6.3	22.3
N#CC(C#N)=C(Nc1ccc(F)cc1)SCc1cccc(Br)c1	-62.7	96.4	6.1	9.2	-4.2	4.5	-27.7	-2.3	27.7	38.5	-18.0
CCC(=O)Nc1sc2c(c1C#N)CCC2	-20.0	nt	-1.9	-0.7	-11.4	-0.4	-6.4	-0.3	6.4	-1.1	5.2
CCN(C(=O)c1ccccc1)c1ccc([N+](=O)[O-])cc1	3.0	99.0	13.3	-2.0	6.1	-2.7	-19.0	0.1	19.0	1.5	-10.2
CNC(=O)c1c(NC(=O)c2ccc(N3C(=O)CCC3=O)cc2)sc2c1CCC(C)C2 (configuration not stated)	-10.5	104.2	10.6	-4.6	2.1	-16.1	58.2	1.1	-58.2	2.6	-15.5

Random excerpt: five records from the list.
SMILES	MITF TRPM1 HTS	DSG3 Ab inh	PKA-R1A act	NSD2 inh	PKA-R2B act	dFosB act	SR-BI HDL uptake	CDK5 inh	SR-BI uptake up	Arr AP2 block	Mot1-301 SUMO
CCN(CC)S(=O)(=O)c1ccc(OC)c(N)c1	-14.8	101.1	-17.8	-1.6	0.0	-2.8	-14.9	0.7	14.9	-21.3	2.6
COc1ccccc1Nc1nnc(SCC2CCCCO2)s1 (configuration not stated)	-1.6	105.4	-13.4	3.8	3.3	-1.4	18.9	-1.8	-18.9	6.3	22.3
c1coc(-c2nnc(NC3=NCCC3)o2)c1	46.7	93.6	-1.2	-1.4	-5.8	-3.9	1.9	0.9	-1.9	10.1	12.9
Clc1ccc(-c2nc3ccccc3[nH]2)cn1	57.0	102.1	4.8	-3.0	0.0	-29.9	nt	3.3	nt	-11.5	-20.1
COc1ccc(OCc2cc(C(=O)NCCc3ccccc3)no2)c(Cl)c1	-3.8	97.6	0.1	-5.2	-9.8	2.4	5.3	-0.1	-5.3	-11.1	-1.6
